High-throughput results deposited in PubChem BioAssay by National Center for Advancing Translational Sciences (NCATS).
HTT cytoprotect = qHTS Multiplex Assay to Identify Dual Action Probes in a Cell Model of Huntington: Cytoprotection (ATP). actives 0.14% (n = 230,000). Potency, µM (top dose mostly 56.4 µM), inactives show cytoprotection (ATP increase), most hits filed as activators. PC12 HTT-Q103 induced, cytoprotection, ATP luminescence, 40 h;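 also: % of control where 0% means no effect; nearly all actives have a fitted effect of over 45% in size; toxic huntingtin expression switched on by the ecdysone agonist tebufenozide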
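Compounds added alongside 100 nM tebufenozide, which induces toxic Q103 huntingtin exon 1-GFP in stable PC12 cells; surviving cells quantified by luminescent ATP measurement. Medium: phenol red-free DMEM, 5% equine and 5% calf serum.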
SMN2 splice enh = qHTS Assay for Enhancers of SMN2 Splice Variant Expression; HEK293 SMN2-luciferase splicing reporter, luminescence, 30-36 h; AID 1458, 2008; actives 2.8% (n = 210,000); Potency, µM (series often up to 46.1 µM), without a hit: at the top dose activity change, positive = activation, hits mostly activators; also: % of control where 0% means no effect; nearly all actives have a fitted effect of over 55% in size
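qHTS luciferase splicing reporter: luminescence rises when SMN2 exon 7 is included in transfected HEK293 cells. Compound exposure lasted 30-36 h at 37C, with 4.5 mM final sodium butyrate as control, followed by a ONE-Glo read.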
HttQ103 aggreg = qHTS Multiplex Assay to Identify Dual Action Probes in a Cell Model of Huntington: Aggregate Formation (GFP); PC12 HttQ103-GFP aggregates, Acumen cytometry, 40 h; Potency, µM (doses to about 46.1 µM), inactives show at the top dose activity change, negative = inhibition, usual class: inhibitors; actives 1.1% (n = 220,000); also: % is scaled to controls: 0 for no effect and ±100 for the full control effect; nearly all actives have a fitted effect of over 60% in size
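PC12 cells stably carrying ecdysone-inducible HTT exon 1 Q103–GFP were induced with tebufenozide (100 nM final) and treated with library compounds in titration. GFP aggregates in lysates were counted by laser scanning cytometry.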
KDM4E inh = qHTS Assay for Inhibitors of Human Jumonji Domain Containing 2E (JMJD2E); Lysine-specific demethylase 4E (Homo sapiens), B2RXH2; JMJD2E catalytic domain, FDH-coupled NADH fluorescence (FDH is formaldehyde dehydrogenase); Potency, µM (series often up to 57.1 µM), for the others: top-dose activity change, negative = inhibition, most hits filed as inhibitors; actives 1.6% (n = 230,000); AID 2147, 2009; active = well fitted inhibition curve with a large enough effect, not every such curve was filed as active; inconclusive = small, poorly fitted or top-dose-only effect, or another doubt; inactive = no such curve, though single readings can be large or run the other way;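 also: 0% = wells with enzyme and -100% = buffer wells without enzyme; nearly all actives have a fitted effect of over 50% in size; many of its hits are not listed in these tables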
Target sequence (B2RXH2 1-337 limits assumed): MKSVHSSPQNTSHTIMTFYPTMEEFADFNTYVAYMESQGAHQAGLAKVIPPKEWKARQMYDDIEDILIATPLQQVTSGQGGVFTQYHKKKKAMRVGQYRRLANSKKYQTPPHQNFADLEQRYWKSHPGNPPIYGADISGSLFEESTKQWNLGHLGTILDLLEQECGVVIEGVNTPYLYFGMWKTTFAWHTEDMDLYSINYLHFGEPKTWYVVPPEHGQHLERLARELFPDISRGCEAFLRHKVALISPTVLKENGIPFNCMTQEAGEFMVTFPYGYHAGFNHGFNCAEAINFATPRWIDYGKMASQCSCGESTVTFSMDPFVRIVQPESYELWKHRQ
ALDH1A1 block = qHTS Assay for Inhibitors of Aldehyde Dehydrogenase 1 (ALDH1A1). Purified ALDH1A1, NADH fluorescence, propionaldehyde substrate. actives 7.3% (n = 220,000). Aldehyde dehydrogenase 1A1 (Homo sapiens), P00352. Potency, µM (highest dose often 75.3 µM), for inactives: at the top dose activity, negative = inhibition, hits mostly inhibitors; active = well fitted inhibition curve with a large enough effect, not every such curve was filed as active; inconclusive = small, poorly fitted or top-dose-only effect, or another doubt; inactive = no such curve, though single readings can be large or run the other way;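 also: plate controls were no enzyme wells and a reference inhibitor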
Target sequence (P00352 whole entry, looked up): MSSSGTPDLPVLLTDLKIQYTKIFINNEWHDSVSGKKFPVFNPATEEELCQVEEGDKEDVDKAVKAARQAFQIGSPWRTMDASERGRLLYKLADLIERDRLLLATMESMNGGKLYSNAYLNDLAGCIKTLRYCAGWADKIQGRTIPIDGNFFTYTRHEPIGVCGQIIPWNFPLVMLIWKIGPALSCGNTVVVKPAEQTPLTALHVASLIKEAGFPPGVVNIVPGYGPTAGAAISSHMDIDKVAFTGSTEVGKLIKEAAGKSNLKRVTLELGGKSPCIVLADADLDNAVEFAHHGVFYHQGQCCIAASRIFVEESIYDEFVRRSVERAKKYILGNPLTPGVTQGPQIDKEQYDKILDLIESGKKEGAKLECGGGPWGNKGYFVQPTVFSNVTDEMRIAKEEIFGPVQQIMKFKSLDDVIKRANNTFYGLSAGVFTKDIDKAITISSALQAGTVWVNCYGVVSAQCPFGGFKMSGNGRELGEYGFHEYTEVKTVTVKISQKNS
Tau ThT inhib = qHTS for Inhibitors of Tau Fibril Formation, Thioflavin T Binding. Microtubule-associated protein tau (Homo sapiens), P10636. recombinant tau K18 P301L, heparin-induced fibrillization, ThT fluorescence. Potency, µM (series often up to 57.4 µM), for inactives: at the top dose activity, negative = inhibition, actives largely listed as inhibitors. actives 2.1% (n = 270,000). AID 1460, 2008; also: % is scaled to controls: 0 for no effect and ±100 for the full control effect; nearly all actives have a fitted effect of over 55% in size
Target sequence (P10636 561-689 P618L limits assumed): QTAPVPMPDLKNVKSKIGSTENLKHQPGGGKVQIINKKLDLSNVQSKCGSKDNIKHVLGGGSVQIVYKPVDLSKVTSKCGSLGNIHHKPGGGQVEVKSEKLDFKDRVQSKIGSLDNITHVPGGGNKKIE
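Fibril formation assay: tau K18 P301L at 15 uM with trace Alexa 594 label, heparin inducer 20 uM, pH 7 sodium acetate buffer, 37 C for 6 hr; endpoint ThT signal.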
Tau fibril FP = qHTS for Inhibitors of Tau Fibril Formation, Fluorescence Polarization; Microtubule-associated protein tau (Homo sapiens), P10636; K18 P301L tau heparin fibrillization, Alexa594 FP, 6 h; Potency, µM (doses to about 57.7 µM), inactives show top-dose activity, negative = inhibition, usual class: inhibitors; actives 0.39% (n = 280,000); also: % is scaled to controls: 0 for no effect and ±100 for the full control effect; nearly all actives have a fitted effect of over 55% in size
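Steps: dispense K18 P301L tau (15 uM plus 0.24 uM Alexa 594 tracer, final) in pH 7 sodium acetate; add compound; add heparin (20 uM final); incubate 6 hr, 37 C; add ThT (30 uM final); after 1 hr ambient, read FP.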
Tau fluor cs = Counterscreen qHTS for Inhibitors of Tau Fibril Formation, Fluorescence Polarization | tau K18 P301L Alexa594 fluorescence, heparin fibrillization | Potency, µM (top dose mostly 57.7 µM), without a hit: at the top dose activity change, negative = decrease | actives 0.93% (n = 280,000) | AID 1463, 2008; also: % is scaled to controls: 0 for no effect and ±100 for the full control effect; nearly all actives have a fitted effect of over 55% in size
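Human tau K18 P301L (15 uM unlabeled, 0.24 uM Alexa 594-labeled) in 100 mM sodium acetate pH 7 with 20 uM heparin, 6 hr at 37 C. ThT 30 uM added, 1 hr ambient; Alexa 594 FP and total fluorescence read at 555/632 nm.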
* marks the source's active call; other numbers are inactive results; ? = inconclusive; . = not tested or not shown; [ ] = remark or other dose. Unless noted, calls follow the shape of the dose curve; as a rule, active = well fitted curve in the direction sought with a large enough effect; inconclusive = small, poorly fitted or top-dose-only effect, or another doubt; inactive = no such curve, though single readings can be large; an effect the other way counts as inactive or inconclusive. Potency is read from the fitted curve at half-maximal effect.

SMILES	HTT cytoprotect	SMN2 splice enh	HttQ103 aggreg	KDM4E inh	ALDH1A1 block	Tau ThT inhib	Tau fibril FP	Tau fluor cs
O=C(Nc1ccc(N2CCOCC2)cc1N1CCOCC1)c1ccco1	-7%	?	-13%	-5%	6%	-11%	3%	-5%
CCn1c(NC(=O)C2CCCCC2)nc2ccccc21	4%[1.9 µM]	-40%[inhibitor]	-9%	-3%	?	-9%	-5%	-5%
COc1ccc(CCN2C(=O)N(c3ccc(OC)cc3)C(=O)C2CC(=O)Nc2ccc(OC)cc2)cc1 (stereo not given)	-12%[10 µM]	.	-5%[9.22 µM]	8%	.	-4%	-7%	?
O=C(NCc1ccccc1Cl)c1ccccc1Oc1ccccc1	-21%[10 µM]	-18%	11%	-19%	?	-17%	15%	-6%
Nc1ncnc(N2CCc3ccccc32)c1[N+](=O)[O-]	-7%	3%	2.5µM*	9%	-8%	-14%	-18%	-2%
CCN(CC)S(=O)(=O)c1ccc2oc(C(=O)NCc3ccccc3OC)c(C)c2c1	.	-39%[inhibitor]	.	.	.	?	0%	-27%
CC1(C)CC(=O)/C(=N/Nc2ccc(Cl)cc2)CO1	-2%[10 µM]	.	-7%[9.22 µM]	-4%	.	?	?	-13%
CCn1c2ccccc2c2c3ncc4cccn4c3ccc21	-10%[10 µM]	.	-9%[9.22 µM]	?	?	?	6%	-29%
CN(C)S(=O)(=O)c1ccc2c(c1)C(CC(=O)O)OC2=O (stereo not given)	11%[1.9 µM]	-2%	10%	7%	2%	7%	-7%	0%
c1ccc(Oc2cc(-c3ccccc3)nc(-c3ccccc3)n2)cc1	-3%[1.9 µM]	-14%	2%	8%	1%	-1%	-12%	-5%
CCc1nn(CC(=O)NCCCc2ccccc2)c(=O)c2cc3c(OC)cccc3n12	.	-4%	.	.	.	?	-9%	-27%
Cc1ccc(S(=O)(=O)Cc2cc(-c3ccc(Cl)cc3)no2)cc1	-24%	-33%[inhibitor]	-3%	-3%	-6%	-17%	?	-20%
COc1ccc(C(=O)N(CC(=O)NC(C)(C)C)c2ccc3c(c2)OCCO3)cc1OC	-11%	-4%	4%	-4%	1%	-5%	-3%	-3%
COc1ccc(CN(Cc2cccn2C)S(=O)(=O)c2ccc(C)cc2)cc1	-8%[10 µM]	.	-18%[9.22 µM]	-10%	.	.	5%	?
Cc1ccc2c(C(=O)CN3CCN(C4CCCCC4)CC3)c(C)[nH]c2c1	8%[0.074 µM]	6%	12%	-9%	13µM*	-3%	0%	1%
CCN(C(=O)CSc1nnc(Nc2ccccc2)s1)C1CCS(=O)(=O)C1 (stereo not given)	-77%[inhibitor]	5%	-2%	-1%	0%	-5%	5%	-9%
NC(=O)CCn1c(=O)oc2ccccc21	12%	?	-17%	5%	6%	0%	-2%	4%
Cn1c(/C(C#N)=C/c2ccccc2Br)nc2ccccc21	.	5%	.	.	.	?	6%	-1%
NS(=O)(=O)c1ccc(CCNC(=S)NC2CCCC2)cc1	-2%[10 µM]	.	-10%[9.22 µM]	7%	36%[activator]	-5%	7%	3%
Clc1ccc(CSc2nnc3c(n2)[nH]c2ccccc23)cc1	10%[10 µM]	.	-7%[9.22 µM]	-5%	8%	?	-7%	-30%
CCCN(CCC)C(=O)CC(c1ccccc1)c1cc(C)ccc1O (stereo not given)	3%	-3%	?	5%	-5%	-17%	-4%	-19%
CC(C)C(=O)Nc1cccc(-c2cn3ccsc3n2)c1	-30%	23%	0%	8%	-2%	-11%	1%	0%
CN(C)CCCNC(=O)CCC1CCCCC1	7%	-10%	-13%	-3%	8%	5%	-7%	12%
CC(=O)NCC1CCCN(Cc2cn(-c3ccccc3)nc2-c2ccc3c(c2)OCO3)C1 (stereo not given)	26%[10 µM]	.	10%[9.22 µM]	?	-11%	-7%	-1%	-6%
O=C(/C=C/c1cccs1)NC(=S)NNC(=O)c1ccccc1O	0%[10 µM]	-70%[inhibitor]	7%[9.22 µM]	?	?	14µM*	6%	?

4 compounds from above, showing only HttQ103 aggreg, HTT cytoprotect and Tau fluor cs:
structure,HttQ103 aggreg,HTT cytoprotect,Tau fluor cs
CCN(C(=O)CSc1nnc(Nc2ccccc2)s1)C1CCS(=O)(=O)C1 (stereo not given),-2%,-77%[inhibitor],-9%
NC(=O)CCn1c(=O)oc2ccccc21,-17%,12%,4%
Cn1c(/C(C#N)=C/c2ccccc2Br)nc2ccccc21,.,.,-1%
NS(=O)(=O)c1ccc(CCNC(=S)NC2CCCC2)cc1,-10%[9.22 µM],-2%[10 µM],3%

As entered above:
Tau fibril FP result of O=C(/C=C/c1cccs1)NC(=S)NNC(=O)c1ccccc1O reads 6%
HttQ103 aggreg result of NS(=O)(=O)c1ccc(CCNC(=S)NC2CCCC2)cc1 reads -10%[9.22 µM]
Tau fibril FP result of O=C(NCc1ccccc1Cl)c1ccccc1Oc1ccccc1 reads 15%
ALDH1A1 block result of COc1ccc(C(=O)N(CC(=O)NC(C)(C)C)c2ccc3c(c2)OCCO3)cc1OC reads 1%
ALDH1A1 block result of Cc1ccc2c(C(=O)CN3CCN(C4CCCCC4)CC3)c(C)[nH]c2c1 reads 13µM*
ALDH1A1 block result of CCN(C(=O)CSc1nnc(Nc2ccccc2)s1)C1CCS(=O)(=O)C1 (stereo not given) reads 0%

Going on with the list.
SMILES	HTT cytoprotect	SMN2 splice enh	HttQ103 aggreg	KDM4E inh	ALDH1A1 block	Tau ThT inhib	Tau fibril FP	Tau fluor cs
COc1ccc([N+](=O)[O-])cc1COc1cc(C)cc2oc(=O)cc(-c3ccccc3)c12	-43%[inhibitor]	-13%	11%	1%	2µM*	-3%	-15%	-28%
CCOC(=O)c1c(C)[nH]c(C(=O)Nc2ccc(C)c(Cl)c2)c1C	-20%[10 µM]	11µM*	-15%	2%	3%	?	-14%	-29%
Cc1ccc(CNC(=O)Cn2c(=O)oc3ccccc32)o1	8%	0%	32%	8%	-2%	-9%	2%	1%
CC1CN(Cc2nc3c(c(=O)n(C)c(=O)n3C)n2CC(O)CO)CC(C)O1 (stereo not given)	0%	-5%	23%[9.22 µM]	2%	4%	2%	2%	9%
CN1CCN(C(=O)c2c(O)c3cccc4c3n(c2=O)CCC4)CC1	-6%[10 µM]	-6%	23%	?	-11%	-5%	-2%	-6%
CCOC(=O)C(=O)NNc1ccccc1OC	-6%[10 µM]	.	-17%[9.22 µM]	5%	.	-9%	3%	-8%
CCn1c(CN2CCN(CCO)CC2)nc2ccccc21	-4%	7%	28%	?	6%	-1%	-9%	1%
CC(=O)OC1c2ccccc2C(=O)N1c1ccccc1C (stereo not given)	-4%	0%	-3%	2%	-8%	2%	-9%	-2%
COc1ccc2[nH]c(C)c(CCNC(=S)Nc3cc(C)cc(C)c3)c2c1	.	-22%	19%	-7%	4%	-4%	7%	?
COc1ccc(C(=O)NCc2nc(-c3cccc(C)c3)no2)cc1OC	.	5%	.	.	.	-10%	-10%	?
CCOC(=O)N1CCN(C(=O)c2cccn3c(=O)c4c5c(sc4nc23)CCCC5)CC1	-24%	-19%	-8%	-2%	?	-11%	9%	-3%
Cc1cc(S(=O)(=O)Nc2cc3c(cc2Cl)n(C)c(=O)c(=O)n3C)ccc1F	.	5%	.	.	.	-19%	2%	-3%
O=C(CCl)c1ccc(Cc2ncc(C(F)(F)F)cc2Cl)s1	-21%	-25%	-6%	-1%	0.71µM*	-18%	-5%	-7%
O=C1C=C(c2ccccc2)C[C@H](c2cccs2)[C@H]1n1nnc([N+](=O)[O-])n1	-24%[10 µM]	-51%[inhibitor]	?	?	10µM*	?	7%	?
CCCCOC(=O)c1ccc(NC(=O)Cc2coc3c(C)c(C)ccc23)cc1	.	9%	.	.	.	-10%	?	?
COc1ccc(-c2cc(=NC(CC(C)C)C(=O)O)c3cc(C)ccc3o2)cc1 (stereo not given)	-23%[10 µM]	11µM*	-9%	?	?	?	-2%	-8%
Cc1cccc(NC(=O)c2ccc(NC(C)c3ccccc3)c([N+](=O)[O-])c2)n1 (stereo not given)	-12%[10 µM]	-6%	6%	4%	-13%	?	7%	?
Cc1ccc(CNC(=S)Nc2ccc(OC(F)F)cc2C)cc1	4%[10 µM]	.	-8%	-4%	?	-2%	-4%	-10%
CC(=O)Nc1ccc(S(=O)(=O)NNC(=O)COc2ccc(Cl)cc2Cl)cc1	-11%[10 µM]	.	4%[9.22 µM]	6%	.	.	-8%	-22%
CC1(C)CC(=O)C(C=NCC(N)=O)=C(O)C1	-63%[inhibitor]	.	11µM*	?	-18%	-15%	?	-26%
Cc1cccn2c(=O)c(/C=C(\C#N)C(=O)NC3CCS(=O)(=O)C3)c(N3CCC(C(N)=O)CC3)nc12 (stereo not given)	2%[10 µM]	-8%	-4%	?	5%	2%	0%	2%
NC(=O)c1ccsc1NC(=O)COc1ccccc1	-21%[1.9 µM]	13µM*	3%	-14%	?	?	0%	-12%
CCc1ccc(OCCNC(=O)c2cccs2)cc1	10%	-14%	?	-1%	12%	-5%	-4%	-10%
CN(C(=O)CCc1nc(-c2ccccc2F)no1)c1ccc(Cl)cc1	.	3%	.	.	.	-11%	1%	-9%
CCOc1cc(S(=O)(=O)N2CCCCCC2)ccc1F	-24%[10 µM]	-9%	-13%	-5%	8%	-11%	-5%	-19%

2 compounds picked at random from the list so far:
SMILES	HTT cytoprotect	SMN2 splice enh	HttQ103 aggreg	KDM4E inh	ALDH1A1 block	Tau ThT inhib	Tau fibril FP	Tau fluor cs
Cc1cc(S(=O)(=O)Nc2cc3c(cc2Cl)n(C)c(=O)c(=O)n3C)ccc1F	.	5%	.	.	.	-19%	2%	-3%
CC(=O)Nc1ccc(S(=O)(=O)NNC(=O)COc2ccc(Cl)cc2Cl)cc1	-11%[10 µM]	.	4%[9.22 µM]	6%	.	.	-8%	-22%

The list is partial; rates above refer to the full screens.
